Assay outcomes from PubChem.
MT stabilizer – microtubule stabilizers in HeLa cells, primary screen, imaging, high-content imaging | HeLa tubulin immunostaining HCS, 24 h; share of cells brighter than vehicle mean+2SD | % tubulin-high responders, % at 10 µM | 200,000 compounds, 0.83% hits;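 active = plate Z-score above 3 for both tubulin-high and condensed-nucleus cell shares, with cell loss under 80%, at 10 µM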;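 also: anti alpha tubulin signal scored within the nucleus-defined area of each cell; some results filed as inactive read as strong as hits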
Ins promoter up – insulin promoter activators in MIN6 cells, imaging, high-content screening, mouse beta cells; MIN6 insulin promoter-GFP reporter; active compounds read high; z-score at 5 µM; 190,000 compounds, 0.3% hits;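 active = z-score above 3 at 5 µM with at least 500 cells counted in the well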
XIAP antagonists – XIAP antagonists, biochemical, IAP family, fluorescence polarization (AID 1018). XIAP BIR domain, fluorescence polarization peptide displacement; higher % means a stronger effect. displacement, % at 20 µM, or IC50 in µM where a hit was titrated. 200,000 compounds, 0.007% hits; in the data active = displacement above about 50%; also: a part of the inactive calls stands beside numbers as strong as those of hits
Dynein transport – inhibitors of GR-EGFP nuclear translocation, primary screen, dynein cargo transport inhibitor project, imaging, high-content, 3617.4 mouse cells. test concentration mostly 20 µM; stimulated with dexamethasone, 1 µM; active compounds read low. z-score, hits read low. 220,000 compounds, 0.47% hits. AID 1381, 2008;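 active = plate z-score of nuclear minus cytoplasmic receptor signal below a set negative limit, without overly bright fluorescence or cell loss, cut at about -3.5 in these data, passing the limit was not always enough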;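 also: z-score of nuclear minus cytoplasmic ring GR-EGFP intensity difference per well; some compounds called inactive have numbers as strong as hits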
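Schedule: 48 h induction, then 1 h compound, then 30 min agonist, 37 °C. Buffer or medium: tetracycline-free induction medium containing charcoal-stripped FBS. Reagent: 1.0 µM final dexamethasone stimulus. Evaluation: nuclear versus cytoplasmic GR-EGFP signal, averaged per well. Signal: high-content fluorescence imaging after fixation.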
Lipid droplet – inhibitors of hepatocyte lipid droplet formation, primary screen, imaging, high-throughput imaging, BODIPY stain | AML12 mouse hepatocytes, oleate lipid droplets | AID 1656, 2009 | inhibition, % at 6.5 µM | 240,000 compounds, 0.4% hits;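 active = lipid droplet intensity inhibited by at least 50%, with more than 500 cells counted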
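Assay system: AML12 hepatocytes (mouse) / Also added: 100 µM oleic acid challenge / Times: overnight treatment with compound plus oleate / Detection: high-content imaging of BODIPY-stained droplets and DAPI nuclei / Evaluation: % inhibition of lipid droplet signal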
Autophagy mod – autophagy modulators in MEF cells, primary screen, imaging, high-content, MEF GFP-LC3 | 190,000 compounds, 0.98% hits | calls only at 10 µM (by protocol) | MEF GFP-LC3 puncta imaging; test concentration mostly 10 µM;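 active = percentage of spot-positive cells more than 3 SD above its plate mean, without a fluorescence outlier flag or 80% toxicity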;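 also: spot-positive cell cutoff set from DMSO-treated cells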
b-catenin transl – modulators of beta-catenin nuclear translocation, primary screen, imaging, HeLa cells, immunofluorescence, high-content; nuclear translocation activity, % at 5 µM; 190,000 compounds, 0.3% hits;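 active = nuclear translocation activity above 50% at 5 µM, with a well cell count of 50 or more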;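 also: per-cell ratio of nuclear to cytoplasmic median beta-catenin stain intensity; plate controls were DMSO negative control for no effect and GSK-3 inhibitor IX positive control for full effect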
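assay system = human HeLa cells, endogenous beta-catenin | times = compound treatment 24 h, 37°C, 5% CO2 | detection = Anti-beta-catenin immunofluorescence on PFA-fixed, Triton-permeabilized cells, DAPI nuclei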
WT yeast gro inh – growth inhibition of WT strain, primary screen, mitochondrial fusion inhibitor project, WT and mutant strains, chemical genetic | 190,000 compounds, 2.1% hits | mitochondrial fusion phenotypic screen | inhibition, % at 10 µM | AID 1362, 2008; in the data active = inhibition above about 58%; tested in S. cerevisiae
CSM14.1 death rescue – rescue of cells from ER stress-induced death, primary screen, 384-well, CSM14.1, thapsigargin, ATP luminescence (AID 1222). CSM14.1 thapsigargin-induced death rescue, ATP luminescence; higher % means a stronger effect. 190,000 tested, under 10 active. one-dose cellular ATP content (survival), % at 20 µM; EC50 in µM for titrated hits;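 active = EC50 below 50 µM in the dose-response confirmation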;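 also: death triggered by thapsigargin at about 15 µM added after 2 h compound pretreatment; cell ATP read after overnight thapsigargin exposure of roughly 18 to 22 hours; normalized against plate controls of thapsigargin alone and 5% DMSO vehicle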
WT yeast gro inh mutant strain – second read-out of WT yeast gro inh, no call of its own (marks repeat the call); inhibition, %; mitochondrial fusion phenotypic screen, mutant strain inhibition
Dynein transport cytoplasmic EGFP – further read-out of Dynein transport, marked with its call; z-score; measured here: cytoplasmic GR-EGFP intensity; active compounds read high
Dynein transport nuclear GR-EGFP – recorded beside Dynein transport, whose call it bears; z-score; measured here: nuclear GR-EGFP intensity;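 lower value marks the stronger effect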
Dynein transport cell count – further read-out of Dynein transport, marked with its call; z-score; measured here: cell count per field
Ins promoter up cell count – recorded beside Ins promoter up, whose call it bears; cell count; measured here: cytotoxicity, nuclei count;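 total cells summed across four imaged fields per well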
Lipid droplet cells 6.5 µM – recorded beside Lipid droplet, whose call it bears; cell count; measured here: cell count, cytotoxicity flag;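 cells counted across two imaged fields per well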
b-catenin transl cell count 5 µM – recorded beside b-catenin transl, whose call it bears; cell count; measured here: cell count, cytotoxicity flag
MT stabilizer Hoechst-high % – also measured in MT stabilizer; calls as there; % Hoechst-high responders; measured here: nuclear condensation Hoechst responders;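 share of cells brighter than vehicle mean plus two SD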
MT stabilizer cytotoxicity % – second read-out of MT stabilizer, no call of its own (marks repeat the call); toxicity, %; measured here: cytotoxicity by cell density;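 0% = mean cell density of plate MIN control wells and 100% = no cells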
Autophagy mod cell loss 18 h – also measured in Autophagy mod; calls as there; toxicity, %; measured here: cell loss, nuclei count;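 cell loss after 18 h compound exposure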
An asterisk follows results filed as active.

`CC(=O)Nc1ccc(S(=O)(=O)N2CCN(CC(=O)NC3CCCC3)CC2)cc1` gave MT stabilizer 3.7, Ins promoter up 1.04, XIAP antagonists -3.1%, Dynein transport 0.262, Autophagy mod inactive, b-catenin transl -0.4, WT yeast gro inh -0.2, CSM14.1 death rescue -1.2%, WT yeast gro inh mutant strain 0.6, Dynein transport cytoplasmic EGFP -0.305, Dynein transport nuclear GR-EGFP -0.0409, Dynein transport cell count 0.558, Ins promoter up cell count 1251, b-catenin transl cell count 5 µM 1195, MT stabilizer Hoechst-high % 3.1, MT stabilizer cytotoxicity % 8.8 and Autophagy mod cell loss 18 h 5.6.
COc1cc(OC)c(/C=N/NC(N)=S)cc1Br was read as MT stabilizer 3.9, Ins promoter up -0.15, XIAP antagonists -2.4%, Dynein transport -0.265, Lipid droplet 9.5, Autophagy mod inactive, b-catenin transl -2.8, WT yeast gro inh 0.4, CSM14.1 death rescue 5.8%, WT yeast gro inh mutant strain -10.0, Dynein transport cytoplasmic EGFP -0.277, Dynein transport nuclear GR-EGFP -0.0606, Dynein transport cell count -0.605, Ins promoter up cell count 1301, Lipid droplet cells 6.5 µM 621, b-catenin transl cell count 5 µM 509, MT stabilizer Hoechst-high % 3.5, MT stabilizer cytotoxicity % 6.5 and Autophagy mod cell loss 18 h -3.2.
Screening Cc1ccc(Nc2nnc(-c3ccc(N4CCOCC4)c([N+](=O)[O-])c3)c3ccccc23)cc1 returned MT stabilizer 2.4, Ins promoter up -0.92, XIAP antagonists -3.4%, Dynein transport 0.193, Lipid droplet 5.6, Autophagy mod inactive, b-catenin transl 0.9, WT yeast gro inh 10.3, CSM14.1 death rescue -2.4%, WT yeast gro inh mutant strain 7.3, Dynein transport cytoplasmic EGFP -0.238, Dynein transport nuclear GR-EGFP 0.0801, Dynein transport cell count 0.269, Ins promoter up cell count 824, Lipid droplet cells 6.5 µM 656, b-catenin transl cell count 5 µM 506, MT stabilizer Hoechst-high % 2.4, MT stabilizer cytotoxicity % 7.4 and Autophagy mod cell loss 18 h 5.9.
`O=C(Nc1ncccc1O)c1cccc(S(=O)(=O)N2CCc3ccccc32)c1` gave MT stabilizer 1.5, Ins promoter up 0.08, XIAP antagonists -12.7%, Dynein transport -0.411, Autophagy mod inactive, b-catenin transl -1.9, WT yeast gro inh 69.2*, CSM14.1 death rescue 0.2%, WT yeast gro inh mutant strain 63.9*, Dynein transport cytoplasmic EGFP -0.158, Dynein transport nuclear GR-EGFP -0.342, Dynein transport cell count -0.0166, Ins promoter up cell count 1410, b-catenin transl cell count 5 µM 1163, MT stabilizer Hoechst-high % 1.7, MT stabilizer cytotoxicity % 4.3 and Autophagy mod cell loss 18 h -6.9.
Screening CNCCCCOc1ccccc1Cc1ccccc1 returned Ins promoter up -0.35, XIAP antagonists -3.5%, Lipid droplet 10.3, b-catenin transl -1.2, WT yeast gro inh 25.8, CSM14.1 death rescue -4.7%, WT yeast gro inh mutant strain 10.8, Ins promoter up cell count 1367, Lipid droplet cells 6.5 µM 670 and b-catenin transl cell count 5 µM 1107.
Screening O=C(Oc1cccc(NC(=O)c2ccco2)c1)c1cccc(S(=O)(=O)N2CCCCC2)c1 returned MT stabilizer 1.7, Ins promoter up -0.05, XIAP antagonists -5.0%, Dynein transport -0.135, Autophagy mod inactive, WT yeast gro inh 13.2, CSM14.1 death rescue -0.5%, WT yeast gro inh mutant strain 9.9, Dynein transport cytoplasmic EGFP -0.0915, Dynein transport nuclear GR-EGFP 0.127, Dynein transport cell count 0.25, Ins promoter up cell count 891, MT stabilizer Hoechst-high % 0.8, MT stabilizer cytotoxicity % 8.8 and Autophagy mod cell loss 18 h -12.8.
For Cn1nnnc1SCC1=C(C(=O)O)N2C(=O)C(NC(=O)C3CC3c3ccccc3)C2SC1 (stereo not drawn) the results were MT stabilizer 4.4, Ins promoter up 1.89, XIAP antagonists -13.2%, Dynein transport -0.397, Lipid droplet -24.0, Autophagy mod inactive, b-catenin transl -1.5, WT yeast gro inh 4.2, CSM14.1 death rescue -15.7%, WT yeast gro inh mutant strain -6.7, Dynein transport cytoplasmic EGFP -0.302, Dynein transport nuclear GR-EGFP 0.0225, Dynein transport cell count 0.497, Ins promoter up cell count 1232, Lipid droplet cells 6.5 µM 730, b-catenin transl cell count 5 µM 1200, MT stabilizer Hoechst-high % 1.0, MT stabilizer cytotoxicity % 7.7 and Autophagy mod cell loss 18 h 9.9.
For CN(CC(=O)Nc1ccc(N2CCOCC2)cc1)CC(=O)Nc1ccc([N+](=O)[O-])cc1Br the results were MT stabilizer 2.7, Ins promoter up 0.02, XIAP antagonists -4.5%, Dynein transport 0.691, Lipid droplet 3.2, Autophagy mod inactive, b-catenin transl -2.2, WT yeast gro inh 11.2, WT yeast gro inh mutant strain 14.9, Dynein transport cytoplasmic EGFP -0.327, Dynein transport nuclear GR-EGFP 0.238, Dynein transport cell count -0.534, Ins promoter up cell count 1287, Lipid droplet cells 6.5 µM 697, b-catenin transl cell count 5 µM 1063, MT stabilizer Hoechst-high % 1.0, MT stabilizer cytotoxicity % 2.5 and Autophagy mod cell loss 18 h 9.5.
`Nc1ccc(O)c2c(=O)cc(-c3ccccc3Cl)oc12` gave MT stabilizer 2.3, Ins promoter up 0.28, XIAP antagonists -8.1%, Dynein transport 0.237, Lipid droplet -4.0, Autophagy mod inactive, WT yeast gro inh -4.5, CSM14.1 death rescue -1.6%, WT yeast gro inh mutant strain -10.5, Dynein transport cytoplasmic EGFP 0.684, Dynein transport nuclear GR-EGFP 0.535, Dynein transport cell count 0.305, Ins promoter up cell count 1337, Lipid droplet cells 6.5 µM 736, MT stabilizer Hoechst-high % 1.5, MT stabilizer cytotoxicity % 6.0 and Autophagy mod cell loss 18 h 8.7.
Screening Cc1ccc(S(=O)(=O)N(C)C)cc1NC(=O)Nc1ccccc1 returned Ins promoter up -0.49, Dynein transport -0.364, Lipid droplet 15.0, b-catenin transl -0.9, Dynein transport cytoplasmic EGFP -0.171, Dynein transport nuclear GR-EGFP 0.295, Dynein transport cell count -0.392, Ins promoter up cell count 1074, Lipid droplet cells 6.5 µM 708 and b-catenin transl cell count 5 µM 1254.
Screening COc1cc(C)ccc1OCCOCCOc1c(C)cc(C)cc1Br returned MT stabilizer 1.4, XIAP antagonists -3.7%, Dynein transport -0.439, Lipid droplet 7.9, Autophagy mod inactive, b-catenin transl -4.3, WT yeast gro inh 1.5, CSM14.1 death rescue 3.4%, WT yeast gro inh mutant strain -31.0, Dynein transport cytoplasmic EGFP -0.216, Dynein transport nuclear GR-EGFP -0.215, Dynein transport cell count 0.692, Lipid droplet cells 6.5 µM 734, b-catenin transl cell count 5 µM 1241, MT stabilizer Hoechst-high % 1.5, MT stabilizer cytotoxicity % 4.2 and Autophagy mod cell loss 18 h 0.1.
CCCC1=Nc2cc(C(=O)NCCCOC(C)C)ccc2Sc2ccccc21 was read as MT stabilizer 22.3*, Ins promoter up -0.55, XIAP antagonists -5.4%, Dynein transport 1.32, Lipid droplet 9.4, Autophagy mod inactive, b-catenin transl 71.5*, WT yeast gro inh -2.4, CSM14.1 death rescue -1.5%, WT yeast gro inh mutant strain -2.9, Dynein transport cytoplasmic EGFP -0.223, Dynein transport nuclear GR-EGFP 1.37, Dynein transport cell count -0.146, Ins promoter up cell count 988, Lipid droplet cells 6.5 µM 769, b-catenin transl cell count 5 µM 612*, MT stabilizer Hoechst-high % 15.5*, MT stabilizer cytotoxicity % 17.8* and Autophagy mod cell loss 18 h 30.3.
Cc1nn(-c2ccccc2)c(C)c1/C=N/O was read as MT stabilizer 2.0, Ins promoter up 0.22, XIAP antagonists -6.2%, Dynein transport -0.256, Lipid droplet -2.3, Autophagy mod inactive, b-catenin transl -0.4, WT yeast gro inh -15.3, WT yeast gro inh mutant strain -63.2, Dynein transport cytoplasmic EGFP -0.214, Dynein transport nuclear GR-EGFP 0.15, Dynein transport cell count -0.648, Ins promoter up cell count 1255, Lipid droplet cells 6.5 µM 662, b-catenin transl cell count 5 µM 1052, MT stabilizer Hoechst-high % 1.6, MT stabilizer cytotoxicity % 9.2 and Autophagy mod cell loss 18 h -2.5.
`Cc1c(NC(=O)C2Cc3ccccc3CN2C(=O)c2ccco2)c(=O)n(-c2ccccc2)n1C` (stereo not drawn) gave MT stabilizer 2.1, Ins promoter up -0.83, XIAP antagonists -3.1%, Dynein transport -0.198, Autophagy mod inactive, b-catenin transl -1.5, WT yeast gro inh 0.3, CSM14.1 death rescue 0.7%, WT yeast gro inh mutant strain 5.6, Dynein transport cytoplasmic EGFP -0.187, Dynein transport nuclear GR-EGFP 0.0568, Dynein transport cell count 0.0728, Ins promoter up cell count 975, b-catenin transl cell count 5 µM 1155, MT stabilizer Hoechst-high % 2.8, MT stabilizer cytotoxicity % 5.2 and Autophagy mod cell loss 18 h -7.8.
